EPAC2 antagonist: qHTS for Antagonist of cAMP-regulated guanine nucleotide exchange factor 2 (EPAC2): primary screen; Rap guanine nucleotide exchange factor 4 (Homo sapiens), Q8WZA2; EPAC2 GEF exchange of Rap1B-BODIPY-GDP, fluorescence; Potency, µM (highest dose often 114 µM), inactives show at the top dose activity, negative = inhibition, most hits filed as inhibitors; actives 0.18% (n = 360,000); also: % is scaled to controls: 0 for no effect and ±100 for the full control effect; nearly all actives have a fitted effect of over 45% in size; many of its hits are not listed in these tables
aSyn yeast inh: qHTS of alpha-syn Inhibitors. Yeast expressing alpha-synuclein, growth rescue, BacTiter-Glo, 24 h. Potency, µM (titrated, usually from 46.1 µM), for inactives: at the top dose growth rescue (activation), most hits filed as activators. actives 0.14% (n = 370,000). AID 652106, 2013; also: % of control where 0% means no effect; nearly all actives have a fitted effect of over 65% in size
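Screening used galactose-induced yeast with toxic alpha-synuclein levels, exposed to compound for 24 hr at 30 deg C. Cell growth, read with BacTiter-Glo luminescence, gave the measured signal.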
EPAC2 agonist: qHTS for Agonist of cAMP-regulated guanine nucleotide exchange factor 4 (EPAC2): primary screen | AID 720711, 2013 | actives 0.079% (n = 360,000) | Rap guanine nucleotide exchange factor 4 (Homo sapiens), Q8WZA2 | EPAC2 activation, biochemical qHTS; response scale: 100% = 6.5 mM cAMP response | Potency, µM (highest dose often 154 µM), without a hit: at the top dose activation, most hits filed as activators; also: nearly all actives have a fitted effect of over 50% in size
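Nucleotide exchange monitored as fluorescence drop when BODIPY-GDP leaves Rap1B. Reaction: 100 nM EPAC2, 250 nM RAP1B-BODIPY-GDP, 50 uM GDP, room temperature, kinetic read over 30 min. Activity expressed relative to 6.5 mM cAMP.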
PTHR1 agonist: qHTS for PTHR1 Agonists: Primary Screen | HEK293 GP2 PTHR1 cells, GloSensor cAMP luminescence, 1 h | Parathyroid hormone/parathyroid hormone-related peptide receptor (Homo sapiens), Q03431 | Potency, µM (titrated, usually from 115 µM), for inactives: at the highest dose activation, actives largely listed as activators | actives 0.075% (n = 410,000); also: nearly all actives have a fitted effect of over 55% in size; some results filed as inactive show a strong effect at the top dose; inactives centre near -15; many of its hits are not listed in these tables
Target sequence (Q03431 whole entry, looked up): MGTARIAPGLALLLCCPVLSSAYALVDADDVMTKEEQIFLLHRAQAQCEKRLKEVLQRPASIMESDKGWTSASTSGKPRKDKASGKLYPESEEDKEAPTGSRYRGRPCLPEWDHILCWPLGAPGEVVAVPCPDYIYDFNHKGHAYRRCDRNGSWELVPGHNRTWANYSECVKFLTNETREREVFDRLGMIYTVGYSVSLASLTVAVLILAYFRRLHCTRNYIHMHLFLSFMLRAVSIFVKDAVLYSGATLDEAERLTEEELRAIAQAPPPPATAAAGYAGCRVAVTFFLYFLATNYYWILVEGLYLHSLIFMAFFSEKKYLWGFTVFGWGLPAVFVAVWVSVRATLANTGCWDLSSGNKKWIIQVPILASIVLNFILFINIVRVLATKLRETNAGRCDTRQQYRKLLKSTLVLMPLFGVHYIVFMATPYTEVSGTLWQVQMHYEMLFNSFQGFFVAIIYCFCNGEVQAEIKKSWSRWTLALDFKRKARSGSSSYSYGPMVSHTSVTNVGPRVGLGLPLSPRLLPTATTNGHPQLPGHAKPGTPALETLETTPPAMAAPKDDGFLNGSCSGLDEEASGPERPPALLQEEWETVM
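HEK-293-derived GP2 cells expressing PTHR1 and a GloSensor cAMP reporter, 3,000/well, plated overnight, given luciferin plus IBMX (each 0.5 mM as added) for 1 h at 37 °C, then compound for 1 h at 37 °C. Luminescence was read after 15 min at room temperature.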
EPAC1 ag: qHTS for Agonist of cAMP-regulated guanine nucleotide exchange factor 3 (EPAC1): primary screen; Rap guanine nucleotide exchange factor 3 (Homo sapiens), O95398; EPAC1 agonist qHTS, biochemical assay; response scale: 100% = response to 6.5 mM cAMP; Potency, µM (titrated, usually from 154 µM), without a hit: at the highest dose activation, most hits filed as activators; actives 0.073% (n = 360,000); also: nearly all actives have a fitted effect of over 60% in size
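EPAC1 100 nM, Rap1B–BODIPY-GDP 250 nM, unlabeled GDP 50 uM; compound titration; 5 min RT; kinetic read ex480/em540 at 5-min intervals ×30 min; data normalized to 6.5 mM cAMP agonist control.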
FUS suppressor: qHTS for Suppressors of FUS Proteinopathy: Primary screen using FUS-linked yeast assay | S. cerevisiae FUS-expressing, growth rescue, OD600, 24 h | Potency, µM (series often up to 76.6 µM), inactives show top-dose growth rescue (activation), actives largely listed as activators | actives 0.24% (n = 390,000) | AID 1347120, 2019;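 also: plate controls were DMSO vehicle for no effect and reference control for full effect; nearly all actives have a fitted effect of over 55% in size; some results filed as inactive show a strong effect at the top dose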
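Restored growth of FUS-toxic S. cerevisiae, read as 600 nm absorbance after 24 h at 30C in galactose medium (starting OD 0.005). Controls CP55940 and DMSO.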
EPAC1 antagonist: qHTS for Antagonist of cAMP-regulated guanine nucleotide exchange factor 3 (EPAC1): primary screen. actives 0.14% (n = 360,000). Potency, µM (highest dose often 115 µM), for inactives: at the highest dose activity change, negative = inhibition, actives largely listed as inhibitors. EPAC1 GEF assay, Rap1b-BODIPY-GDP exchange fluorescence;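 also: plate controls were vehicle for no effect and positive control for full effect; nearly all actives have a fitted effect of over 50% in size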
TDP43 rescue: qHTS of TDP-43 Inhibitors. actives 1.8% (n = 410,000). Potency, µM (highest dose often 46.1 µM), inactives show top-dose growth rescue (activation), actives largely listed as activators. AID 652104, 2013. TDP-43 expressing yeast growth rescue, BacTiter-Glo, 24 h; also: % of control where 0% means no effect; nearly all actives have a fitted effect of over 50% in size
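Yeast cells expressing TDP-43 under galactose induction are exposed to compounds for 24 hr at 30 deg C. BacTiter-Glo luminescence measures growth, so protective compounds score as activators.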
* marks the source's active call; other numbers are inactive results; i = inactive; ? = inconclusive; · = not tested or not shown; [ ] = remark or other dose. Calls follow the shape of the dose curve; as a rule, active = well fitted curve in the direction sought with a large enough effect; inconclusive = small, poorly fitted or top-dose-only effect, or another doubt; inactive = no such curve, though single readings can be large; an effect the other way counts as inactive or inconclusive. Potency is read from the fitted curve at half-maximal effect. A portion of the library (hit frequency here may not be typical).

SMILES	EPAC2 antagonist	aSyn yeast inh	EPAC2 agonist	PTHR1 agonist	EPAC1 ag	FUS suppressor	EPAC1 antagonist	TDP43 rescue
O=[N+]([O-])c1cc(/C=N/n2c(-c3ccncc3)n[nH]c2=S)ccc1Cl	2%	10%	5%	-14%	0%	20%	?	-10%
Cn1c(-c2nonc2N)nc2ccccc21	-5%	15%	-4%	i	-9%	-17%	2%	?
O=C(c1cnn2c(C(F)(F)F)cc(-c3cccs3)nc12)N1CCCC1	-12%	-1%	12%	-2%	14%	-27%	0%	2%
Cc1onc(-c2ccccc2)c1CNS(=O)(=O)c1cccc(Br)c1	-18%	4%	10%	i	1%	-2%	-3%	10%
COc1ccc(CCN(Cc2cc3ccc(C)cc3[nH]c2=O)C(C)=O)cc1OC	2%	-2%	16%	-62%[inhibitor]	3%	9%	-12%	-32%
CC(C)n1nnnc1C(c1ccc(F)cc1)N1CCN(C2CCCC2)CC1 (stereo not drawn)	15%	8%	-2%	i	0%	6%	7%	7%
CN1CCc2c(sc3c2C(=O)NC(c2cccs2)N3)C1 (stereo not drawn)	2%	11%	17%	-8%[57.5 µM]	12%	7%	10%	-9%
COc1ccc(CNC(=O)C2Cc3c(-c4cccc(C(C)=O)c4)ccnc3O2)cc1OC (stereo not drawn)	10%	1%	-1%	-15%	-8%	11%	-2%	14%
CN1CCN(c2nnc(-c3cccs3)c3ccccc23)CC1	4%	2%	5%	i	3%	5%	4%	0%
CCOC(=O)c1nnn(-c2nonc2N)c1CSc1ccccn1	5%	7%	-1%	-33%[inhibitor][57.5 µM]	-5%	18%	2%	?

An excerpt of these results, bar-delimited:
SMILES | EPAC2 antagonist | aSyn yeast inh | EPAC2 agonist | PTHR1 agonist | EPAC1 ag | FUS suppressor | EPAC1 antagonist | TDP43 rescue
O=C(c1cnn2c(C(F)(F)F)cc(-c3cccs3)nc12)N1CCCC1 | -12% | -1% | 12% | -2% | 14% | -27% | 0% | 2%
Cc1onc(-c2ccccc2)c1CNS(=O)(=O)c1cccc(Br)c1 | -18% | 4% | 10% | i | 1% | -2% | -3% | 10%

Next part.
SMILES	EPAC2 antagonist	aSyn yeast inh	EPAC2 agonist	PTHR1 agonist	EPAC1 ag	FUS suppressor	EPAC1 antagonist	TDP43 rescue
O=S(=O)(NC1c2cccc3cccc(c23)C1N1CCNCC1)c1ccc(Cl)cc1 (stereo not drawn)	2%	-8%	-8%	-9%	-1%	27%	-10%	16%
Cc1nnc(C)n1/N=C/c1cc2ccccc2nc1Cl	9%	5%	-5%	i	-3%	-7%	4%	16%[9.22 µM]
c1ccc2c(C(c3nnnn3-c3ccc4c(c3)OCCO4)N3CCCCC3)ccnc2c1 (stereo not drawn)	-2%	11%	25%	11%	-9%	10%	-4%	7%
COC(=O)N1C(=O)[C@@](c2ccccc2)(C(C)C)N1C(=O)OC	-11%	-4%	-4%	-39%[inhibitor]	-32%[inhibitor]	-24%	-18%	?
CCOc1ccc(C(=O)NCC(=O)NNC(=O)CN(C)S(=O)(=O)c2ccc(Cl)cc2)cc1OCC	17%	4%	-4%	i	-3%	·	-2%	26%
CCOC(=O)C1CCCN(C(=O)c2cccc3ccccc23)CC1 (stereo not drawn)	9%	2%	13%	-1%	8%	-10%	3%	?
Cn1c(SCC(=O)CC(=O)Nc2ccccc2)nnc1-c1ccc(O)cc1	11%	1%	4%	-1%[57.5 µM]	-1%	11%	3%	-13%
CC(NC(=O)CN(C)Cc1cccc(Cl)c1)c1ccccc1 (stereo not drawn)	-6%	-7%	6%	i	-5%	-16%	9%	-14%
COc1ccc(C(C)(O)c2nc(-c3cccc(C(=O)O)c3)cs2)cc1 (stereo not drawn)	4%	-1%	7%	i	-10%	1%	-7%	0%
O=C(CN1CCCCC1)N1c2ccccc2CCc2ccccc21	-1%	1%	3%	-28%[57.5 µM]	4%	-10%	-2%	-3%
O=C(O)COc1ccccc1/C=N/NC(=O)CN1CCN(Cc2ccccc2Cl)CC1	23%	2%	14%	-22%	5%	-20%	-17%	1%
COc1cc(NS(=O)(=O)c2ccc(NC(C)=O)cc2)ncn1	-2%	-3%	4%	-7%[57.5 µM]	11%	13%	12%	-23%
CCN1c2ccccc2-c2nc3ccccc3n2C1c1ccccn1 (stereo not drawn)	2%[57.1 µM]	-12%	28%	-5%[57.5 µM]	9%	5%	-4%	6%
Cc1cccc(C)c1NC(=O)C1(NC(=O)C2CCC(=O)N2)CCCCC1 (stereo not drawn)	9%	3%	3%	-25%	-6%	6%	-15%	-1%
COc1ccc(Cn2c(C)nc3c(c2=O)c2nc4ccccc4nc2n3Cc2ccco2)cc1	13%	12%	-9%	i	1%	27%	?	10%
COc1ccc(C(C)=O)cc1CC(=O)Nc1cccc(S(=O)(=O)N2CCOCC2)c1	1%	3%	6%	-20%	14%	28%	9%	13%
Cc1occc1-c1nnc(SCC(=O)N(C)c2ccccc2)o1	10%	1%	-2%	i	1%	-10%	5%	0%
CCOC(=O)c1c(C)nc2ncccn12	9%	3%	13%	i	1%	4%	5%	11%
CC(=O)OC1C(N2CCCCC2)c2c(ccc(/C=C/C(=O)N3CCCCC3)c2O)OC1(C)C (stereo not drawn)	-10%	-8%	-10%	-11%	6%	-2%	-21%	19%
CC(C)(C)c1csc(NC(=O)CSc2nc3ccccc3c(=O)[nH]2)n1	-1%	0%	2%	-25%	1%	33%	9%	-14%
CC1CCc2nn(CC(=O)N3CCCCCC3)cc2C1 (stereo not drawn)	2%	2%	6%	-14%	22%	-14%	-6%	0%
COc1ccccc1C(=O)N/C(=C/c1ccc(Br)cc1)C(=O)NCCCn1ccnc1	10%	-1%	8%	i	6%	13%	-18%	1%
CCN(CC)CCCNc1ncnc2ccccc12	1%	-1%	0%	i	-2%	-9%	-9%	3%
Cc1cccc(N=Nc2c(C)nn(-c3ccccc3)c2N)c1C	-4%	-20%	6%	-7%	8%	·	-5%	20µM*
O=C(O)/C=C/C(=O)NCc1ccccn1	13%	3%	5%	i	-6%	-2%	-1%	12%
Cn1c(SCc2nnc(-c3ccc(F)cc3)o2)nnc1C1COc2ccccc2O1 (stereo not drawn)	-1%	2%	9%	-7%	4%	?	-7%	?
CCn1nc(C)c(NC(=O)CSc2nnc(-c3ccco3)n2C)c1C	-4%	-2%	10%	i	4%	-3%	-4%	-14%
CCCCCC/C=N/Nc1nnc(Cc2ccc(OC)c(OC)c2)c(=O)[nH]1	-11%	0%	-14%	?	-16%	46%	?	-28%
CC(=O)Nc1ccc(CN(C)c2c(C)nc3ccc(C(=O)N4CCN(c5ccccc5)CC4)cn23)cc1	6%	-6%	4%	i	-6%	-8%	-1%	17%
CC(=O)N1Cc2cc([N+](=O)[O-])ccc2Oc2ccccc21	3%	4%	5%	i	6%	-1%	2%	?
COc1ccc(Br)c(C(=O)OCC(=O)NC2CCCCCC2)c1	-14%	16%	6%	-31%[inhibitor]	6%	40%	6%	22µM*
Cc1ccc(N(CC(=O)NCc2ccc(F)cc2)C(=O)c2ccco2)cc1C	1%	10%	8%	-13%	-6%	27%	-12%	-23%
CCOc1ccccc1-n1nnnc1SCC(=O)O	0%	1%	-3%	-1%	2%	-9%	?	-4%
CC(C)CNC(=S)N(CCO)Cc1cc2cc3c(cc2[nH]c1=O)OCO3	-10%	1%	6%	i	7%	-2%	12%	19%
NC(=S)Nc1ccc(Cl)c(Cl)c1	1%	4%	3%	i	8%	-3%	-5%	20%
Cc1onc(-c2ccccc2)c1C(=O)Oc1ccccc1	4%	-1%	3%	-4%	2%	-12%	0%	?
O=C(Nc1ccc(F)c(Cl)c1)C1CC(=O)N(Cc2ccccc2)C1 (stereo not drawn)	-2%	0%	-8%	i	0%	·	2%	7%
O=C(Cn1c(=O)oc2ccccc21)Nc1ccc(S(=O)(=O)N2CCCCC2)cc1	16%	1%	-9%	-11%	-14%	20%	-17%	-1%
C#CCn1c(O)c(N=NC(=O)C(O)c2ccccc2)c2ccccc21 (stereo not drawn)	-10%	0%	7%	-2%	1%	24%	7%	-3%
COc1cccc(N(CC(=O)NC2CCCCCC2)S(=O)(=O)c2ccccc2)c1	-1%	2%	-5%	i	0%	9%	13%	-16%

Among those listed so far, these have an aryl methoxy group:
SMILES	EPAC2 antagonist	aSyn yeast inh	EPAC2 agonist	PTHR1 agonist	EPAC1 ag	FUS suppressor	EPAC1 antagonist	TDP43 rescue
COc1ccc(CCN(Cc2cc3ccc(C)cc3[nH]c2=O)C(C)=O)cc1OC	2%	-2%	16%	-62%[inhibitor]	3%	9%	-12%	-32%
COc1ccc(CNC(=O)C2Cc3c(-c4cccc(C(C)=O)c4)ccnc3O2)cc1OC (stereo not drawn)	10%	1%	-1%	-15%	-8%	11%	-2%	14%
COc1ccc(C(C)(O)c2nc(-c3cccc(C(=O)O)c3)cs2)cc1 (stereo not drawn)	4%	-1%	7%	i	-10%	1%	-7%	0%
COc1cc(NS(=O)(=O)c2ccc(NC(C)=O)cc2)ncn1	-2%	-3%	4%	-7%[57.5 µM]	11%	13%	12%	-23%
COc1ccc(Cn2c(C)nc3c(c2=O)c2nc4ccccc4nc2n3Cc2ccco2)cc1	13%	12%	-9%	i	1%	27%	?	10%
COc1ccc(C(C)=O)cc1CC(=O)Nc1cccc(S(=O)(=O)N2CCOCC2)c1	1%	3%	6%	-20%	14%	28%	9%	13%
COc1ccccc1C(=O)N/C(=C/c1ccc(Br)cc1)C(=O)NCCCn1ccnc1	10%	-1%	8%	i	6%	13%	-18%	1%
CCCCCC/C=N/Nc1nnc(Cc2ccc(OC)c(OC)c2)c(=O)[nH]1	-11%	0%	-14%	?	-16%	46%	?	-28%
COc1ccc(Br)c(C(=O)OCC(=O)NC2CCCCCC2)c1	-14%	16%	6%	-31%[inhibitor]	6%	40%	6%	22µM*
COc1cccc(N(CC(=O)NC2CCCCCC2)S(=O)(=O)c2ccccc2)c1	-1%	2%	-5%	i	0%	9%	13%	-16%
